Assay outcomes from PubChem BioAssay.
IMP-1 inh: blocks Pseudomonas aeruginosa IMP-1 metallo-beta-lactamase. purified IMP-1, nitrocefin hydrolysis, epi-absorbance fluorescence. inhibition, % at 5.6 µM. hit rate 0.45% among 290,000;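 active = inhibition above the mean plus 3 SD of all compounds in the same screening run, cut at about 4.5% in these data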;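 also: 0% = IMP-1 with DMSO and 100% = DMSO wells lacking enzyme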
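Material – recombinant IMP-1 enzyme, purified · Amount – IMP-1 0.2 nM before substrate addition · Medium – HEPES buffer pH 7.1 with ZnSO4 and Brij 35 · Timing – 25 °C, 15 min preincubation, 25 min reaction · Measured by – plate fluorescence quenching by hydrolysis product, ex 480/em 530 nm · Read-out – percent enzyme inhibition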
VIM-2 inh: inhibitors of Pseudomonas aeruginosa VIM-2 metallo-beta-lactamase. purified VIM-2, nitrocefin hydrolysis, epi-absorbance fluorescence. inhibition, % at 5.6 µM. hit rate 0.89% among 290,000. AID 1527;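 active = inhibition above the mean of all tested compounds plus 3 SD, cutoff set per screening run, cut at about 7.5% in these data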;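 also: red hydrolysis product quenches plate fluorescence so inhibitors raise well fluorescence; 0% = enzyme with DMSO and 100% = DMSO without enzyme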
PHOSPHO1 block: blocks human PHOSPHO1 phosphatase activity | hit rate 1.1% among 290,000 | recombinant PHOSPHO1, absorbance phosphatase assay | Q8TCT1 | inhibition, % at 13.3 µM; in the data active = inhibition above about 60%
NALP1 inh: inhibitors of NALP1 inflammasome in yeast | S. cerevisiae NALP1/ASC/caspase-1 growth, X-gal OD620, 72 h | inhibition, % at 10 µM | hit rate 0.61% among 280,000 | AID 2071; in the data active = inhibition mostly above about 24%, no sharp cut-off; inactive = mostly below about 32%; also: some compounds called inactive have numbers as strong as hits
PfM18AAP inh: blocks P. falciparum M18 aspartyl aminopeptidase; recombinant PfM18AAP, H-Glu-NHMec fluorogenic cleavage; inhibition, % at 7.35 µM; hit rate 1.2% among 290,000;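 active = inhibition above the campaign mean inhibition over all tested compounds plus 3 SD, cut at about 28% in these data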;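 also: 0% = plate median of test compound wells and 100% = 2 mM ZnCl2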
IDE cell inh: cellular human IDE inhibition; inhibition, % at 5.59 µM; AID 434962; HEK cells, FAbetaB cleavage, fluorescence polarization; hit rate 0.41% among 320,000; P14735;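 active = percent inhibition above the average of all tested compounds plus 3 SD, set per screening campaign, cut at about 16% in these data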;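 also: IDE supplied by intact live HEK cells; FP after avidin binding of uncleaved biotin substrate so inhibition keeps polarization high; 0% = DMSO wells and 100% = 60 µM reference IDE inhibitor Ii1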
p-CIP stab down: compounds decreasing mouse p/CIP protein stability; Q05BA5; F442A p/CIP-EGFP cells, EGFP fluorescence, 16 h; decrease of EGFP signal, % at 10 µM; hit rate 0.01% among 290,000; AID 1984;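 active = EGFP signal decrease of at least 30% at 10 µM or well 3 SD below plate mean, unless failing retest; inactive = the rest, including hits failing retest or dose response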; also: some compounds called inactive have numbers as strong as hits; many of its hits are not listed in these tables
Target sequence (Q05BA5 1-1403): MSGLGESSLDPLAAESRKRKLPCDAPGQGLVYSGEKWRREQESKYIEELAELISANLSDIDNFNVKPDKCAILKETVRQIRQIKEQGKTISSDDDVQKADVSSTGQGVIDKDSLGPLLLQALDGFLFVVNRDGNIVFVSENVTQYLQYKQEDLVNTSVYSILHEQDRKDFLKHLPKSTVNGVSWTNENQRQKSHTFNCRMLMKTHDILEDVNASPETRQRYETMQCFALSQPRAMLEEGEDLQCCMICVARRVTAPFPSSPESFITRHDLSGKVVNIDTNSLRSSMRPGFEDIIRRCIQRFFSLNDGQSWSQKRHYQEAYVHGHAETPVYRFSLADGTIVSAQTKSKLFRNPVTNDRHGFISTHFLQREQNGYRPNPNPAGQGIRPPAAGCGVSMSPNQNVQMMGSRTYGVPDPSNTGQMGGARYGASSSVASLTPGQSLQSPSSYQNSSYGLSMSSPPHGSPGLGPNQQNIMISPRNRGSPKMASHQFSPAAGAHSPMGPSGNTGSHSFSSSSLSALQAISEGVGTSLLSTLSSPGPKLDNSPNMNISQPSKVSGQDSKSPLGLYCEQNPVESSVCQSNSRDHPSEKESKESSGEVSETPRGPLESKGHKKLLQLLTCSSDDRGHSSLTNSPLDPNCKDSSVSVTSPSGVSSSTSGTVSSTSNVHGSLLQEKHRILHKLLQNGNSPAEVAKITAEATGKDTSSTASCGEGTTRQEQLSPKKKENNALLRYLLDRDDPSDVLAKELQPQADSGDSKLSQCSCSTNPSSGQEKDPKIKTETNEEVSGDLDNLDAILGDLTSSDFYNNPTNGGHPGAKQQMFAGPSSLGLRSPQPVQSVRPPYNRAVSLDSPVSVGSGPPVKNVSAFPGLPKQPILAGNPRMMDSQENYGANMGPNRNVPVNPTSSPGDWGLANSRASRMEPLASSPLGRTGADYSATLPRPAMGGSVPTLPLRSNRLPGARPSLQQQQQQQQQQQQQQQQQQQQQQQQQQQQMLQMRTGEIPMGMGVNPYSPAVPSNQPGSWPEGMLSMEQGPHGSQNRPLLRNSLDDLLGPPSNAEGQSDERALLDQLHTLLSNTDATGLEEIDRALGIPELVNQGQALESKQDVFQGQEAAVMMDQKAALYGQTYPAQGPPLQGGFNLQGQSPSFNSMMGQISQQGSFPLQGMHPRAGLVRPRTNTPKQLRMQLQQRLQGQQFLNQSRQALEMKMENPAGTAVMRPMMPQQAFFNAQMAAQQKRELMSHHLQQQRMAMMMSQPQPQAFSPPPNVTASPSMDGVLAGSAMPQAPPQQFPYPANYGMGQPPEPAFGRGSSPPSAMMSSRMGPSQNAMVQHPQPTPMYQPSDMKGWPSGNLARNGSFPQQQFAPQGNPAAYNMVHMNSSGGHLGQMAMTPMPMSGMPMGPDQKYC
GPR7 antag: antagonists of human GPR7 (neuropeptides B/W receptor 1); P48145; GPR7-expressing cells, fluorescence antagonist assay; inhibition, % at 4.4 µM; hit rate 1.1% among 290,000; AID 1861; in the data active = inhibition above about 16%, passing the limit was not always enough;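 also: cells stimulated with the agonist NPW; 0% = agonist with vehicle and 100% = vehicle without agonist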
IDE cell activ: IDE (human) activation, cell-based; P14735; HEK cells, FAbeta-B cleavage, fluorescence polarization; 0% vehicle, 100% cell-free pure enzyme wells; activation, % at 5.96 µM; hit rate 0.073% among 340,000; AID 493087;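 active = activation above the mean of all tested compounds plus 3 SD, set per screening campaign, cut at about 17% in these data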
Numbers without * were called inactive; . = no result given.

SMILES	IMP-1 inh	VIM-2 inh	PHOSPHO1 block	NALP1 inh	PfM18AAP inh	IDE cell inh	p-CIP stab down	GPR7 antag	IDE cell activ
NC(=O)CN1CCN(CCN2C(=O)c3cccc4cccc(c34)C2=O)CC1	-1.0	1.7	30	15	8	-4	-3	-9	5
O=C1C2C3C=CC(C3=C3CCCCC3)C2C(=O)N1c1ccccc1 (stereo unspecified)	-5.0	-2.6	4	7	-3	5	3	-17	8
CCn1cc(Cl)c(C(=O)N2N=C3/C(=C/c4cccs4)CCCC3C2c2cccs2)n1 (stereo unspecified)	1.8	-0.9	-16	-9	-6	-1	7	-11	5
Cc1ccc(N2C(=O)CC(NNc3nc4ccccc4s3)C2=O)cc1 (stereo unspecified)	-2.9	-3.2	-5	33	11	4	4	0	4
CCc1nc2ccc(F)cc2c(C(=O)NC2CCCCC2C)c1C (stereo unspecified)	-2.4	0.4	29	34	-5	4	3	10	7
COc1ccc(CCNC(=O)Cc2ccc(Cl)cc2)cc1OC	0.7	-0.1	30	10	1	-5	1	-8	6
CCC(C)NS(=O)(=O)c1ccc(NS(=O)(=O)c2ccccc2[N+](=O)[O-])cc1 (stereo unspecified)	1.0	1.2	6	-1	1	2	-10	-10	-1
COC(=O)c1cccc(NS(=O)(=O)c2ccc(OC)c(C(=O)N3CCOCC3)c2)c1C	-0.4	1.2	26	24	1	1	4	-1	3
CCC(C)NC(=O)c1ccccc1C(=O)NC(C)CC (stereo unspecified)	6.1*	-0.9	9	-6	-4	7	0	-3	2
COc1ccc(CNc2nccs2)cc1	1.0	-1.6	29	6	0	-3	-8	-10	6
CN(C)/C=C/C(=O)c1ccc(N2CCN(c3ncc(C(F)(F)F)cc3Cl)CC2)cc1	-3.1	-3.9	-9	5	-5	5	-13	-5	-4
CCOc1ccc(S(=O)(=O)Nc2ccc(F)cc2)c(C)c1C	-2.4	-1.9	11	0	2	3	-16	-27	1
CC(C(=O)Nc1ccccc1-c1ccccc1)N1CCN(S(=O)(=O)c2ccccc2)CC1 (stereo unspecified)	-4.9	-1.4	2	27	-10	-2	-12	3	-4
CCC(C)C(=O)Nc1cc(C(=O)OC)ccc1C(=O)OC (stereo unspecified)	-1.7	-1.0	-6	24	-10	-4	-1	3	4
Cc1ccc([N+](=O)[O-])cc1NC(=O)c1c(-c2ccccc2)noc1C	-3.3	-1.5	23	-8	4	-3	-7	-17	13
Cc1onc(-c2ccccc2)c1C(=O)NC(C)C	-3.1	-0.2	5	-12	-9	-3	-23	-8	0
CC1CCCCN1CCCNC(=O)Cn1c(=O)c2cccn2c2ccccc21 (stereo unspecified)	-2.4	0.2	26	2	-2	-2	0	-21	3
COc1ccc(-c2nnc(N3CCCCC3)c3ccccc23)cc1	-1.1	-2.8	18	1	-1	-3	-3	-18	2
CCCCc1ccc(CC(=O)O)cc1	-1.7	1.2	18	10	-3	8	-2	-1	3
Cc1cccc(OCc2nnc(SCC(=O)NCC3CCCO3)n2C)c1 (stereo unspecified)	-4.0	-3.3	40	10	0	2	8	-7	2
CC(=O)c1c(N2CCN(c3ccc(F)cc3)CC2)nc(=S)n(Cc2ccccc2)c1C	-3.1	-5.2	-13	4	-3	1	-12	-4	-1
COc1ccc(-c2cc(N)n(S(=O)(=O)Cc3ccccc3)n2)c(OC)c1	-3.5	-1.8	-2	5	-1	1	-4	3	0
COc1ccc(OC)c(S(=O)(=O)N2CCCCC2C(=O)O)c1 (stereo unspecified)	-5.8	-4.0	-6	-5	-12	-1	-1	-7	-4
O=C(CNC(=O)C1COc2ccccc2O1)N/N=C\c1ccc(Cl)cc1 (stereo unspecified)	-3.6	-2.7	15	12	-4	1	5	-7	-1
CC(=O)C1=NN(c2ccccc2)C(c2ccc3c(c2)OCO3)N1c1ccc(N2CCOCC2)cc1 (stereo unspecified)	-2.4	-2.2	3	35	-4	3	2	1	2
Going on with the list:
SMILES	IMP-1 inh	VIM-2 inh	PHOSPHO1 block	NALP1 inh	PfM18AAP inh	IDE cell inh	p-CIP stab down	GPR7 antag	IDE cell activ
O=C(NCc1ccccn1)C(=O)NCC1OCCN1S(=O)(=O)c1ccc(Br)cc1 (stereo unspecified)	-1.0	-3.9	25	7	1	-1	-3	-10	2
CSC1=NCCN1C(=O)C(C)(C)Oc1ccc(Cl)cc1	-1.6	4.9	.	.	14	8	.	7	2
CCOc1ccc(OCC(=O)Nc2cc3c(cc2C(=O)O)OCCCO3)cc1	-1.4	-2.6	35	7	-1	-2	-9	-6	1
O=C(NCC(c1ccco1)N1CCCC1)c1ccc(Cl)cc1 (stereo unspecified)	-0.1	-1.9	0	11	-9	-4	-4	3	3
c1ccc(COc2ccc(-c3csnn3)cc2)cc1	-0.7	-5.9	34	-2	-2	3	-10	1	5
Cc1ccccc1COC(=O)c1cc([N+](=O)[O-])ccc1N1CCOCC1	-3.1	-3.4	32	-5	8	4	-12	4	6
O=C(NNS(=O)(=O)c1ccc(Br)cc1)c1cccs1	-1.6	-4.8	-9	-5	12	1	-11	-7	4
N/C(=N\OC(=O)COc1ccc(Cl)cc1)c1ccc(Cl)cc1	-0.3	-1.8	4	39	-4	3	-1	1	3
c1ccc2c(c1)CCNC2c1ccncc1 (stereo unspecified)	-0.2	-0.1	16	-18	-5	-2	-2	-11	-2
O=C(CNc1ccccc1)N/N=C/c1ccc2c(c1)OCO2	-2.0	-1.6	-8	21	0	6	8	-7	0
Cc1nnc(SCC(=O)NCC2CCCO2)n1-c1ccccc1 (stereo unspecified)	-0.8	-1.9	21	12	-5	0	5	4	0
CC1=C(C(=O)O)N2C(=O)C(NC(=O)c3nn(C)cc3[N+](=O)[O-])C2SC1 (stereo unspecified)	-0.2	15*	13	9	15	1	2	-5	.
Brc1c(-c2ccc3c(c2)OCO3)nc2ncccn12	-3.1	1.1	24	-7	4	1	-4	-2	4
CCOC(=O)N1CCC(c2[nH][nH]c(=O)c2C)CC1	0.6	-1.0	0	2	-6	2	-4	0	1
COc1ccc(-c2[nH]ncc2-c2cnn(-c3ccccc3)c2)c(O)c1	-6.0	-6.0	6	16	1	-1	5	-9	2
C=CCn1c(=O)[nH]c2cc(C(=O)N3CCN(c4cc(C)ccc4C)CC3)ccc2c1=O	-3.5	-1.6	17	12	-6	3	4	-8	3
CC(C)(C)OC(=O)[C@H](Cc1ccccc1)NC(=O)c1nc[nH]c1C(=O)N1CCN(c2ccccc2)CC1	-5.6	-2.9	10	0	-5	-6	-11	-1	6
Fc1ccc(OCCCn2ccnc2)cc1	-0.6	-1.3	3	15	-2	.	-11	-16	1
COc1ccc(C(=O)N2CCNC(=O)C2CC(=O)Nc2ccc(C)c(C)c2)cc1 (stereo unspecified)	-2.5	-3.0	13	0	1	.	-4	-10	-5
NNC(=O)c1cccc(S(=O)(=O)Nc2cccc(C(F)(F)F)c2)c1	-1.1	-3.4	38	.	-5	11	2	-8	-1
O=C(CCCn1c(=S)[nH]c2cc3c(cc2c1=O)OCO3)NCc1ccccc1Cl	14*	-4.2	-34	-3	6	-1	5	-1	3
O=C(NCCCN1CCc2ccccc2C1)C1CCN(S(=O)(=O)N2CCC3(CC2)OCCO3)CC1	-4.1	-2.8	4	4	5	-3	-1	1	-2
COc1ccc(/C=N/NC(=O)CCC(=O)Nc2ccc(F)cc2)c(OC)c1	-3.3	-1.3	20	-1	-4	0	-2	-2	5
CC1=C(C(=O)Nc2ccccc2C)C2(CCCC2)C(C(N)=O)C(=O)N1 (stereo unspecified)	-5.2	-2.7	-23	20	-7	-2	-1	-9	-4
Cc1ccc(OCC(=O)N2CC(C)OC(C)C2)c([N+](=O)[O-])n1 (stereo unspecified)	-4.7	-3.6	44	-23	3	-3	5	8	1
Remaining list, next part:
SMILES	IMP-1 inh	VIM-2 inh	PHOSPHO1 block	NALP1 inh	PfM18AAP inh	IDE cell inh	p-CIP stab down	GPR7 antag	IDE cell activ
COc1ccc(CCN2CCCC(CN(C)Cc3cccc(OC)c3)C2)cc1 (stereo unspecified)	0.0	2.8	30	32	6	-2	-2	-1	10
CC(=O)Nc1cccc2c1Cc1ccccc1-2	-2.7	-0.5	34	4	0	2	-10	0	2
COc1ccccc1OCC(=O)N(Cc1nc(-c2ccccc2)no1)C1CCCCC1	-2.7	-2.3	9	17	6	-3	-7	-2	6
Cc1cc(C)n(C(=O)CNC(=O)c2ccc3c(c2)OCCO3)n1	1.4	1.9	15	26	-20	2	4	11	-1
COC(=O)CCCC1=CC2=CC(=O)C(C)(OC(=O)c3cccs3)C(=O)C2=CN1Cc1ccc2c(c1)OCO2 (stereo unspecified)	.	.	26	.	.	-2	-17	.	6
CCc1nc2ccccc2c(C(=O)Nc2ccc(F)cc2)c1C	-3.7	-1.8	9	-2	-5	7	-12	-8	-5
CC(C)N(C)C1CCN(C(=O)Nc2ccc(Cl)cc2)CC1	-5.9	-0.8	6	11	-13	-3	-1	-17	-10
S=C(Nc1ccccc1)Nc1cccc(Cl)c1Cl	-2.8	0.3	41	12	-8	-1	4	-1	2
Cc1[nH]c(=O)[nH]c(=O)c1S(=O)(=O)Nc1cccc([N+](=O)[O-])c1C	-1.1	0.2	46	26	-6	.	-10	-15	-1
CCOC(=O)C1CCN(CC(=O)Nc2c(C(=O)OC)n(C)c3cccc(C)c23)CC1	-1.4	-1.4	-4	16	-2	0	6	-4	3
CC(CNC(=O)c1ccc(OC2CCN(Cc3ccccn3)CC2)cc1)c1ccccc1 (stereo unspecified)	0.0	-5.3	15	8	-8	-2	0	-6	3
O=C(Nc1ccc(-c2cn3ccsc3n2)cc1)C1COc2ccccc2O1 (stereo unspecified)	-3.2	-2.0	-2	13	5	6	-8	-2	-2
COc1cccc(OCc2nc3ccccc3[nH]2)c1	-4.4	-5.0	11	-12	2	-1	-23	-11	0
CCC(=O)Nc1nnc(-c2ccc(Cl)s2)o1	-3.9	-5.8	2	0	3	2	11	-5	5
CC1=C(C#N)C(NC(=O)C(C)(C)C)(C(F)(F)F)C(=O)N1 (stereo unspecified)	-1.3	-1.0	46	3	1	2	6	-2	4
CCC(=O)NC(=S)NNC(=O)c1ccc(O)cc1	-4.0	-4.7	81*	-11	11	3	9	-5	-4
COC(=O)c1ccc(C(=O)OC)c(NC(=O)/C=C/C(=O)O)c1	-2.8	-4.4	42	-26	-7	-3	3	-10	8
S=c1[nH]nc(CSCc2ccccc2Cl)n1-c1ccccc1	1.6	0.2	105*	-2	15	-2	-2	9	-6
Cc1cc2ccccn2c1C(=O)c1ccc(Cl)c([N+](=O)[O-])c1	-2.5	-1.9	-22	12	-10	1	-3	8	1
CCCc1cc(=O)[nH]c(SCC(=O)c2cc(C)n(C(C)COC)c2C)n1 (stereo unspecified)	-1.1	-1.8	.	.	19	3	.	2	7
Cc1ccc(C(=O)N2CCCC2)cc1S(=O)(=O)Nc1ccccc1	-6.2	-1.3	14	5	-5	-3	4	-9	2

Full records, looked up by structure.
COc1ccc(CCN2CCCC(CN(C)Cc3cccc(OC)c3)C2)cc1 (stereo unspecified) across the screens: IMP-1 inh: 0.0; VIM-2 inh: 2.8; PHOSPHO1 block: 30; NALP1 inh: 32; PfM18AAP inh: 6; IDE cell inh: -2; p-CIP stab down: -2; GPR7 antag: -1; IDE cell activ: 10
CCc1nc2ccccc2c(C(=O)Nc2ccc(F)cc2)c1C across the screens: IMP-1 inh: -3.7; VIM-2 inh: -1.8; PHOSPHO1 block: 9; NALP1 inh: -2; PfM18AAP inh: -5; IDE cell inh: 7; p-CIP stab down: -12; GPR7 antag: -8; IDE cell activ: -5
